Bioassay records from PubChem.
MITF TRPM1 inh: MITF TRPM1 promoter inhibition in SK-MEL-5 cells | AID 488899 | inhibition, % at 12.5 µM | actives 0.83% (n = 330,000) | SK-MEL-5 TRPM1 promoter luciferase, 24 h;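 active = mean inhibition across replicates of 60% or more, whatever share of single replicates reaches that level; inconclusive = some that reach 60%, reason not given; inactive = mean inhibition across replicates below 60%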; also: values of inactives mirror those of a sister screen read the other way
PDI turbidity: blocks human protein disulfide isomerase activity; actives 0.052% (n = 350,000); PDI insulin aggregation turbidity, A650, 90 min; inhibition, % at 10 µM; P07237; AID 588391;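 active = mean inhibition across replicates of 30% or more, whatever share of single replicates reach that level; inconclusive = mean inhibition below 30% while every single replicate reaches 30%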;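 also: absorbance from insulin aggregation driven by PDI reduction with DTT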
Target sequence (P07237 whole entry, looked up): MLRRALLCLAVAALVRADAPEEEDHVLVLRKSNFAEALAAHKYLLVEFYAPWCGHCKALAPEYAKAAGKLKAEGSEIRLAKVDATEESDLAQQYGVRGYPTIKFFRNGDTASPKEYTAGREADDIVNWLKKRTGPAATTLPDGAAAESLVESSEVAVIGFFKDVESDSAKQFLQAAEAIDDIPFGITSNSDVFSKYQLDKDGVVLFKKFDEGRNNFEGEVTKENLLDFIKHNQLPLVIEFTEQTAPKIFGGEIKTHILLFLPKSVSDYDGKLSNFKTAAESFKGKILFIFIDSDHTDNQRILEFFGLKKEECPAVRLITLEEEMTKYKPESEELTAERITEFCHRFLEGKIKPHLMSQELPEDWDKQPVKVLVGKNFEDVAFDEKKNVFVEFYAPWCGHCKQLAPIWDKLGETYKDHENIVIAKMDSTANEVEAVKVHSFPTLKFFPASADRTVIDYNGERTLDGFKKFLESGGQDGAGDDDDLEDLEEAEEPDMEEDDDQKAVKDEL
HTR2A ag: activates the mouse 5-HT2A serotonin receptor; CHO-K1 mHTR2A beta-arrestin complementation, luminescence; percent of 30 µM serotonin response; activation, % at 7.6 µM; P35363; actives 0.66% (n = 360,000);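 active = activation above a run cutoff, the mean activation of all tested compounds plus 3 SD, cut at about 14% in these data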;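 also: 0% = plate median of compound wells and 100% = 30 µM serotonin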
Target sequence (P35363 whole entry, looked up): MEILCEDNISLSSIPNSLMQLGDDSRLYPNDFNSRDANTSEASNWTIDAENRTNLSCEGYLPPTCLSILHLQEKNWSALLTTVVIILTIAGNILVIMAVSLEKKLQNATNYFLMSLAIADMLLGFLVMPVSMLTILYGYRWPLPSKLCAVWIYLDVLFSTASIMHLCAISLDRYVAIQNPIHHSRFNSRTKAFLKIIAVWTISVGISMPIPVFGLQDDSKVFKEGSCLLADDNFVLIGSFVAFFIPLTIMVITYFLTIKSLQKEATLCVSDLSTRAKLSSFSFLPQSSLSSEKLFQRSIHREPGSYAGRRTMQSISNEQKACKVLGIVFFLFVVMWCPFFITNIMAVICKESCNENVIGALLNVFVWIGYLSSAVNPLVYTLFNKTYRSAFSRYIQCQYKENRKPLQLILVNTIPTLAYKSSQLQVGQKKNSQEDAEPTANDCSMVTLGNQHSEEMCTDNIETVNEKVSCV
H9c2 protect: modulators protecting cardiomyocytes from myocardial damage; protection from H2O2 cell death, % at 20 µM; H9c2 cardiomyocytes, H2O2 injury protection, ATPLite, 2 h; actives 0.63% (n = 360,000);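 active = compounds giving at least 50% protection of heart cells from peroxide-induced death in the single-dose screen, raw or plate-pattern-corrected value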;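 also: 0% = DMSO wells with peroxide and 100% = DMSO wells without peroxide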
NR2E3 ag-1: activates human NR2E3 receptor. Q9Y5X4. inhibition of corepressor binding, % at 3.98 µM. AID 602229. CHO-S Gal4-NCOR/VP16-NR2E3 two-hybrid, luciferase. actives 0.35% (n = 360,000);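 active = inhibition above the mean of all tested compounds plus 3 SD, cut at about 70% in these data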;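 also: 0% = DMSO with NR2E3 transfected cells and 100% = cells lacking NR2E3 construct; higher means lower luciferase signal from less NR2E3 corepressor binding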
HIF-2a inh: inhibitors of HIF-2a. 786-0 RCC cells HIF-2a reporter, luciferase luminescence, overnight. inhibition, % at 18.8 µM. actives 0.72% (n = 360,000). AID 624352;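 active = inhibition of the luminescence signal of 40% or more relative to plate controls, in a single-dose primary screen at 18.75 µM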
iPSC survival up: increases survival of single human iPS cells; hiPSC single-cell survival, ATPlite luminescence; 100% = ROCK inhibitor wells, 0% = DMSO; survival enhancement, % at 20 µM; actives 0.044% (n = 360,000); in the data active = survival enhancement above about 18%;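 also: cells exposed to compounds for 16 hours before the ATP read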
NR2E3 ag-2: NR2E3 (human) agonism. Q9Y5X4. GST-NR2E3/biotin-RetCOR TR-FRET, 1536-well. inhibition of corepressor binding, % at 4.78 µM. actives 0.12% (n = 320,000). AID 2300;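 active = percent inhibition above the cutoff of mean plus 3 SD of all tested compounds, set per screening campaign, cut at about 20% in these data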;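 also: 0% = DMSO wells and 100% = biotin wells as full block of FRET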
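Test system: GST-NR2E3 and biotin-RetCOR proteins | Quantity: 1.35 nM GST-tagged NR2E3 final | Medium: Tris pH 7.5 | Also added: 7 nM biotin-RetCOR | Dosing: Compound at 4.8 µM, single dose | Timing: 5 h at 4 °C | Detection: Time-resolved FRET | Read-out basis: Percent inhibition | Benchmarks: Biotin wells as high control, 0.6% DMSO wells as low control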
Shn3 inh set2: inhibitors of Schnurri-3 3'UTR reporter in osteoblasts; Clone20 osteoblast Shn3 3'UTR firefly luciferase, 24 h; inhibition, % at 12.5 µM; actives 0.52% (n = 360,000); AID 588674;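 active = mean inhibition of at least 75% with every replicate also reaching 75%; inconclusive = mean inhibition at least 75% but some replicate below; inactive = mean inhibition below 75%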;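 also: 0% = median of neutral control wells and 100% = pilot-screen positive control compound; some compounds past the cut are filed as inactive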
CaV13 FRET inh: Disruptors of the CACNA1D IQ motif to Ca2+-dependent inactivation inhibitor domain association, primary screening, Förster resonance energy transfer in intact living …; HEK cells, CFP/YFP FRET ICDI-IQ, plate reader, 10 min; percent FRET-ratio fall versus neutral wells; inhibition, % at 12.3 µM; actives 0.098% (n = 340,000); AID 743397;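 active = mean replicate inhibition of at least 30% and at least 1% of replicates passing that level; inconclusive = only one of the two criteria is met; inactive = neither criterion is met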;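 also: 0% = median of the neutral control wells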
Peg3 prom inh: inhibitors of Peg3 promoter. actives 1.7% (n = 360,000). inhibition, % at 20 µM. AID 588405. HeLa PEG-Prom luciferase reporter, luminescence, overnight;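 active = inhibition of at least 50% at 20 µM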
The depositor's hits bear a star; ? = inconclusive; . = no result given.

SMILES | MITF TRPM1 inh | PDI turbidity | HTR2A ag | H9c2 protect | NR2E3 ag-1 | HIF-2a inh | iPSC survival up | NR2E3 ag-2 | Shn3 inh set2 | CaV13 FRET inh | Peg3 prom inh
CC(=O)OCC1OC(n2c(-c3ccc(Cl)cc3)ccc(C#N)c2=S)C(OC(C)=O)C(OC(C)=O)C1OC(C)=O (centres undefined) | 22 | -2 | -5 | -3 | -64 | -76 | 0.4 | . | -7 | -6 | -71
CCCCS(=O)(=O)NC1=NCN(CCO)CN1 | 6 | -1 | 3 | 15 | -7 | 15 | 5.7 | 0 | 0 | -5 | 9
CN(C(=O)c1ccccc1OCc1ccc(F)cc1)c1c(N)n(Cc2ccccc2)c(=O)[nH]c1=O | 1 | -7 | 4 | -3 | -6 | 6 | -0.5 | . | -6 | . | 3
O=C(CSc1nnc(Cc2cc(=O)[nH]c(=O)[nH]2)n1-c1ccccc1)N1CCCc2ccccc21 | 5 | -3 | 16* | 8 | 3 | 0 | 3.8 | 5 | 5 | . | 14
CC(C)OCCCn1c(=O)c2ccccc2n2c(CCC(=O)N3CCN(c4ccccn4)CC3)nnc12 | -9 | 3 | 7 | 33 | -37 | -3 | 1.2 | -3 | 25 | -5 | 22
CCOC(=O)NC(=O)C(=CNc1cccc(OC)c1)C(=O)NC(=O)OCC | 1 | 7 | 3 | 6 | -22 | 14 | -2.5 | 0 | 10 | 5 | 4
CCc1ccc(/C=N/n2c(COc3ccccc3)n[nH]c2=S)cc1 | 6 | -3 | 9 | -8 | -4 | -3 | -0.8 | 3 | -13 | -12 | 25
C[C@@H]1CN([C@H](C)CO)C(=O)c2cc(Br)cnc2O[C@H]1CN(C)C(=O)CC1CC1 | . | -3 | 4 | -4 | -14 | 6 | 0.0 | . | 1 | -10 | 4
CS(=O)(=O)NCc1ccc(C(=O)O)cc1 | 6 | 4 | 5 | -1 | -28 | 16 | -2.2 | -1 | -5 | -3 | 0
O=C(Nc1ccncc1)c1ccc(F)cc1 | -3 | -42 | -8 | 8 | -7 | -3 | 0.9 | 4 | -9 | -5 | -10
CN(CC(=O)Nc1ccc(F)cc1)CC(=O)Nc1ccc(F)c(F)c1F | -19 | -1 | 4 | -2 | 3 | 5 | -0.4 | 4 | -4 | -3 | 9
CCOC(=O)N1CCN(C(=O)c2ccc(S(=O)(=O)Nc3ccc(C)cc3)cc2)CC1 | 5 | -4 | 3 | -21 | 54 | 11 | 0.2 | . | ? | -5 | 3
Cc1cccc(NC(=S)N=Nc2c(O)n(C)c3ccc(S(=O)(=O)N4CCOCC4)cc23)c1 | 15 | -8 | -2 | 29 | -6 | 22 | -2.0 | 1 | 70 | 18 | 3
COc1cccc(/C=C2/Sc3ccc(C(=O)NCCN4CCCCCC4)cc3NC2=O)c1 | 74* | 4 | -9 | -14 | -12 | 15 | -0.7 | -3 | -12 | -2 | 100*
CC(=O)Nc1cccc(C(=O)NCC2(N3CCCCC3)CCCCC2)c1 | -24 | 0 | 0 | -1 | 2 | 14 | -0.2 | -4 | 34 | -7 | 2
COc1ccc(OC)c([C@@H]2OCCC=C[C@H]2C)c1 | -7 | -3 | 7 | -5 | 9 | 7 | -2.3 | -1 | -24 | -10 | 4
CC1(c2nnc(-c3ccc(Cl)cc3)o2)CC(c2ccncc2)=NO1 (centres undefined) | -2 | -4 | -3 | -8 | 10 | 7 | 0.0 | -2 | 9 | -10 | 8
COc1ccc(C2CC(=O)Oc3cc(C)c(Cl)cc32)cc1 (centres undefined) | 6 | 5 | 1 | 3 | -39 | 16 | 1.4 | . | -13 | -5 | 4
COC(=O)C1=C(C)Nc2[nH]c(=S)[nH]c(=O)c2C1c1ccc(O)cc1 (centres undefined) | -8 | 10 | 1 | -2 | 1 | 18 | -0.7 | -2 | -15 | -4 | 12
CC1Cc2ccccc2N1C(=O)COC(=O)c1n[nH]c(=O)c2ccccc12 (centres undefined) | 1 | 3 | 11 | 54* | 2 | 14 | 2.7 | 2 | 6 | -3 | -5
O=C(NCCC(=O)N1O[C@@H]2C=C[C@H]1C2)OCC1c2ccccc2-c2ccccc21 | -11 | 2 | 6 | 1 | -13 | 3 | 0.5 | . | 1 | -2 | 6
Cc1ccccc1Cn1nc(C)c(NC(=O)c2cc3n(n2)C(C(F)F)CC(C(F)F)N3)c1C (centres undefined) | 16 | 5 | 4 | -7 | -24 | 14 | 4.2 | 1 | 3 | 1 | 10
COc1ccc(NC(=O)c2ccccc2NC(=O)CSc2ccccc2)cc1 | -38 | -4 | -3 | 0 | 10 | -140 | -3.5 | 1 | -15 | -5 | -91
CN(CC(=O)Nc1ccccc1Cl)C(=O)Cn1nnc(-c2ccc(F)cc2)n1 | -7 | -5 | -1 | 2 | 8 | -2 | -0.6 | -1 | -6 | -2 | -8
O=C(NCc1cccc(C(F)(F)F)c1)c1cccc(S(=O)(=O)NCc2ccccc2)c1 | 10 | -3 | -10 | -11 | -10 | 21 | -0.2 | -1 | 21 | -6 | 28
Other records
SMILES | MITF TRPM1 inh | PDI turbidity | HTR2A ag | H9c2 protect | NR2E3 ag-1 | HIF-2a inh | iPSC survival up | NR2E3 ag-2 | Shn3 inh set2 | CaV13 FRET inh | Peg3 prom inh
CC(C)(C)Cc1nnc(NC(=O)CCC2CCCCC2)s1 | 1 | -9 | -4 | 2 | -25 | -15 | -0.9 | 1 | -47 | . | -4
COc1cccc(/C=C2\CCC(C3CCCC3)C2=O)c1OC (centres undefined) | -67 | -1 | -2 | -21 | -63 | -351 | -0.8 | 0 | -22 | -4 | -317
O=C(COC(=O)C1CCN(C(=O)c2ccc(Cl)cc2)CC1)NC1CCS(=O)(=O)C1 (centres undefined) | -3 | -1 | -1 | 4 | 4 | 12 | -0.2 | 3 | -6 | -5 | 3
S=c1[nH]nc(-c2ccccc2Cl)n1Cc1ccccc1 | -1 | -3 | 6 | -5 | -26 | 19 | 0.8 | 1 | -5 | -5 | 8
CCS(=O)(=O)Nc1ccc(C2=NN(C(=O)c3ccco3)C(c3ccco3)C2)cc1 (centres undefined) | 33 | 1 | 2 | 3 | -45 | -6 | -0.4 | -1 | 14 | -4 | 20
COc1ccc(Cc2noc(CN3CCN(Cc4csc(C)n4)CC3)n2)cc1OC | -12 | -1 | 1 | -7 | -12 | 17 | -0.1 | -1 | -2 | -5 | 8
CC(C)Oc1cc(F)ccc1-c1cc(C(=O)Nc2cccc(Cl)c2)[nH]n1 | . | 12 | -6 | -19 | -97 | -134 | 1.6 | . | -8 | -4 | -14
COCCn1c(=S)[nH]c2cc(C(=O)N3CCN(C4CCCCC4)CC3)ccc2c1=O | . | -3 | 0 | 0 | -21 | 3 | 0.4 | . | -12 | -6 | 10
COc1ccc(C(C)(NC(C)=O)c2nc(-c3ccccc3OC)cs2)cc1 (centres undefined) | . | -2 | 5 | 0 | -7 | 5 | 0.3 | . | 3 | -4 | 12
CCOc1ccc(N/N=C(/C#N)C(N)=O)cc1 | -12 | 8 | -7 | 0 | -28 | -43 | -0.2 | -2 | -17 | -9 | -39
NC(=O)N/N=C/CCc1ccccc1 | 6 | -11 | 2 | -1 | 9 | 14 | -0.7 | 1 | -1 | -5 | 10
CN(NC(=O)c1ccccc1)C1=NS(=O)(=O)c2ccccc21 | -12 | 5 | 2 | 3 | -9 | 19 | 0.3 | 3 | -4 | -5 | 10
CCCS(=O)(=O)NC(=O)C1(C)CCN(C(=O)c2ccc(SC(F)(F)F)cc2)C1 (centres undefined) | . | 7 | -1 | 3 | 10 | 13 | 5.8 | . | -2 | -6 | 0
CC1=C(C)/C(=N\OS(=O)(=O)c2ccc(C)cc2)C=CC1=O | 48 | 4 | 0 | -23 | 71* | 88* | -2.3 | -1 | 95* | -14 | 106*
CCC(C)(C)NC(=O)C(c1cccc(OC)c1OC)N(CC(C)C)C(=O)CCC(=O)Nc1cc(C)on1 (centres undefined) | 4 | 7 | -5 | 1 | -15 | 9 | 0.0 | -5 | 40 | 2 | 12
CNC(=O)CSc1nnc(-c2ccco2)n1-c1ccc(C)cc1 | -9 | 5 | -1 | 1 | -10 | 9 | 3.3 | 0 | -6 | -6 | 2
Cc1ccc(C(=O)N[C@H](C(=O)OCc2nnc(-c3ccccc3)o2)C(C)C)cc1 | -21 | -3 | 4 | -6 | -11 | -60 | 0.5 | 2 | -7 | -14 | -60
CC(C)CN1CCNC(=O)C1CC(=O)N(C)CC1CCOCC1 (centres undefined) | 5 | -2 | 0 | 2 | -5 | 12 | -0.6 | -2 | -4 | -7 | -9
Cc1nnc(NC(=O)CSc2nc3ccccc3[nH]2)s1 | -5 | 2 | 1 | 11 | -3 | 8 | 0.0 | 2 | 6 | 3 | 6
CCOC(=O)c1cc2sc(C)cc2n1C(C)C(=O)OCC (centres undefined) | 1 | -2 | 4 | -5 | -9 | -3 | -0.3 | 0 | 4 | . | 18
Nc1[nH]c(C(=O)c2ccccc2)c(-c2ccccc2Br)c1C(=O)NCCc1ccc(Cl)cc1Cl | . | . | 11 | . | -10 | -42 | -1.0 | . | . | -5 | .
CSc1ccccc1C(=O)Nc1ccccc1C(=O)N1CCCC1 | 7 | 3 | 4 | 2 | -6 | 8 | -0.1 | 1 | 9 | 7 | 4
CCSc1ncc(Cl)c(C(=O)Nc2ccccc2OC)n1 | 12 | -6 | 0 | 1 | -5 | 16 | -0.4 | 0 | 9 | -20 | 15
CCOc1ccccc1NC(=O)CSc1nnc2ccc(-c3ccncc3)nn12 | -6 | 6 | 0 | 6 | -37 | 32 | 0.7 | 3 | 7 | -5 | -4
O=S(=O)(NCc1ccccc1)c1cccc(S(=O)(=O)N2CCOCC2)c1 | 6 | 1 | -2 | 5 | 12 | 15 | -1.3 | 2 | -9 | . | 5
Cc1ccc(N2CCN(/N=C/c3ccncc3)CC2)cc1 | 0 | 17 | 1 | -17 | 13 | -24 | 0.1 | -1 | 64 | -5 | -5
COCCNc1nc(NCCOc2ccccc2Cl)c2sc(-c3ccccc3)cc2n1 | . | 1 | -12 | -12 | -2 | -38 | -2.5 | . | 74 | -7 | 5
Cc1cccc(C)c1NC(=S)NC(C)(C)CO | -5 | 25 | -3 | -1 | -15 | 15 | 0.3 | 4 | 6 | -1 | 4
